RSV CPE inhibition: RSV antiviral activity via CPE protection, HEp-2 cells, primary 10 µM value included (AID 2391). HEp-2 cells, RSV-induced CPE inhibition; higher % means a stronger effect. CPE inhibition, % at 10 µM, or IC50 in µM where a hit was titrated. 310,000 compounds, 0.13% hits; in the data active = a potency from the dose series; inconclusive = CPE inhibition mostly from about 23% at the one dose, without a potency; inactive = the rest, 99 in 100 with CPE inhibition below about 21%; also: strong numbers were not always called active
TNAP activation fold: human TNAP enzyme activators, primary screen, biochemical, luminescent, no phosphate acceptor, uHTS (AID 1001); Alkaline phosphatase, tissue-nonspecific isozyme (Homo sapiens); purified TNAP, luminescent activation assay, no phosphate acceptor; higher activation fold means a stronger effect; one-dose activation fold at 20 µM; EC50 in µM for titrated hits; 200,000 compounds, 0.03% hits; in the data active = activation fold from about 3, or a potency from the dose series; inactive = the rest, 99 in 100 with activation fold below about 1.6; also: many of its hits are not listed in these tables
NTR1 ag: agonists of NTR1, primary screen, imaging, U2OS cells, beta-arrestin-GFP, high content (AID 493036). NTR1-U2OS beta-arrestin-GFP spot imaging, agonist mode. activation, % at 20 µM. Neurotensin receptor type 1 (Homo sapiens), P30989. 330,000 compounds, 0.17% hits;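 active = activation at or above 40% of the spot to cytoplasm intensity ratio, with at least 20 cells analyzed; inconclusive = wells under 20 cells, flagged as cytotoxic or low count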;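 also: 0% = DMSO without peptide and 100% = 100 nM NTR1 peptide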
Target sequence (P30989 whole entry, looked up): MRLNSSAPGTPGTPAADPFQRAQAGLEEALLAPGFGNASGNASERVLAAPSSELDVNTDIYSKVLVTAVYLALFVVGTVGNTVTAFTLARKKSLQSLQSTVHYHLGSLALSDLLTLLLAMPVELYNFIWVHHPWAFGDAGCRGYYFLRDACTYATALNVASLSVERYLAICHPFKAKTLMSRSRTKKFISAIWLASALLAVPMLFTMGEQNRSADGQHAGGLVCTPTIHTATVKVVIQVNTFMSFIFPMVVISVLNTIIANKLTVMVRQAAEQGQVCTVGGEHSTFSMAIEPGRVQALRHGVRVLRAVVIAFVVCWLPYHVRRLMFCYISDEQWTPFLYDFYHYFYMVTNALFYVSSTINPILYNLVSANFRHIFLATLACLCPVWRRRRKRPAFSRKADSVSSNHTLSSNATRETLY
Myeloid diff 2: induction of myeloid progenitor differentiation, primary screen, cell-based, flow cytometry, MLPCN library | ER-HoxA9 myeloid progenitors, lysozyme-GFP differentiation | calls only at 10 µM | 360,000 compounds, 1% hits | AID 624256, 2012;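 active = normalized GFP-positive differentiation at or above the plate's own cutoff, the solvent-only control mean plus 3 SD; inconclusive = no clear call, values can overlap the other calls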;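 also: cells exposed to compound for four days before flow analysis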
Large T inhibition: SV40 large T antigen inhibitors, biochemical (AID 1903); SV40 large T antigen ATPase/helicase inhibition assay; higher % means a stronger effect; inhibition, % at 20 µM; hits with a dose series show IC50 in µM; 310,000 compounds, 0.39% hits; in the data active = a potency from the dose series; inconclusive = inhibition mostly from about 32% at the one dose, without a potency; inactive = the rest, 99 in 100 with inhibition below about 32%; also: strong numbers were not always called active
UTI89 phage lysis: inhibition of K1F phage lysis, E. coli UTI89, bacterial capsule biogenesis inhibitors, alamar blue (AID 488966); E. coli UTI89 K1F phage lysis, alamar blue, 2 h; higher % means a stronger effect; 340,000 compounds, 0.02% hits; inhibition, % at 100 µM, or IC50 in µM where a hit was titrated;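 active = phage lysis inhibition, versus mean bacterial control, above a set limit; inconclusive = no clear call, values can overlap the other calls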;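 also: capsule biogenesis inhibitors block K1F phage lysis so surviving cells raise fluorescence; higher fluorescence means more inhibition of phage lysis; actives were called in the ten point dose series up to 300 µM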
Rac1 GTP hydrolysis: MgcRacGAP GTPase-activating activity inhibitors, confirmation, biochemical, ADP Hunter fluorescence; Rac GTPase-activating protein 1 (Homo sapiens); MgcRacGAP-stimulated Rac1 GTP hydrolysis, ADP Hunter fluorescence; higher % means a stronger effect; GST-tagged Rac1 F28L mutant substrate; inhibition, % at 30 µM; hits with a dose series show IC50 in µM; 340,000 compounds, 0.6% hits; AID 624330, 2012;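 active = first-screen hits whose inhibition reached a set limit at any dose in the follow-up dose series; inconclusive = inhibition above the set first-screen limit but never retested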;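 also: fluorescence reports GDP produced by GAP-driven GTP hydrolysis; strong numbers were not always called active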
T cell HTS: modulators of CD8 T cell-vesicle binding, primary screen, mouse 2C CD8+ T cells, flow cytometry | 2C CD8+ T cell-vesicle binding; active compounds read low | 330,000 compounds, 0.068% hits | calls only at 7 µM;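 active = response, share of CD8 T cells binding vesicles, and their 90th percentile fluorescence all below set limits, cut at about 80% in these data, passing the limit was not always enough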
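Test system: purified 2C TCR transgenic mouse naive CD8+ T cells. Probe or stimulus: QL9-peptide-loaded Drosophila micro-vesicles bearing Ld, ICAM-1 and B7-1. Incubation: binding step 1.5 h, 37 °C, antibody labelling 20 min, ice. Measured by: flow cytometry of vesicle-bound cells.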
PhoP inhibition: inhibitors of PhoP regulon expression, primary screen, Salmonella Typhimurium, GFP reporter (AID 1863). S. Typhimurium PhoP-regulated promoter GFP reporter, 4 h; higher % means a stronger effect. 300,000 compounds, 0.16% hits. one-dose inhibition, % at 50 µM; IC50 in µM for titrated hits;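 active = inhibition over 29.93%, a cutoff 3 SD above the screen mean, later confirmed by dose response; inconclusive = inhibition over 29.93% but no dose response follow-up; inactive = inhibition at most 29.93% or unconfirmed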;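 also: 0% = low Mg2+ inducing control and 100% = high Mg2+ repressing control; strong numbers were not always called active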
T cell HTS vesicle-bound %: second read-out of T cell HTS, no call of its own (marks repeat the call); double positive events, %; measured here: CD8+ vesicle-bound cell fraction;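 binding gate set so that unloaded-vesicle control wells show 10% double positive cells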
NTR1 ag cell count 20 µM: also measured in NTR1 ag; calls as there; cell count; measured here: cell count, cytotoxicity flag
Myeloid diff 2 GFP+ MAC1+ %: also measured in Myeloid diff 2; calls as there; GFP+ MAC1+ double positive, %; measured here: differentiation confirmed by MAC1 staining
* hit, by the source's call; i = inactive; ? = inconclusive; / = no result given; & = joins results of further samples; [ ] = remark or other dose. Outcome played no part in choosing rows; overall some 2.3% were active at least once.

The opening 3 records as a preview:
SMILES | RSV CPE inhibition | TNAP activation fold | NTR1 ag | NTR1 ag cell count 20 µM | Myeloid diff 2 | Myeloid diff 2 GFP+ MAC1+ % | Large T inhibition | UTI89 phage lysis | Rac1 GTP hydrolysis | T cell HTS | T cell HTS vesicle-bound % | PhoP inhibition
Cn1c(SCc2cc(=O)n3cc(Br)ccc3n2)nnc1C1COc2ccccc2O1 (stereo not given) | 0.4% | 1.1 | -0.4 | 88 | i | 2.4 | 8.5% | 0.0% | 6.8% | i | 49.6 | -9.9%
O=C(Nc1cccs1)N1CCN(c2ncccn2)CC1 | 1.6% | / | -1.2 | 80 | i | 0.5 | 6.8% | 0.2% | / | i | 51.6 | -0.4%
CC1CCC(N2CCN(C(=O)c3ccccc3F)CC2)CC1 (stereo not given) | 0.4% | / | 0.6 | 55 | i | 0.2 | 5.0% | 0.1% | 25.0% | i | 40.1 | 6.9%

All compounds of this part, from the start:
SMILES | RSV CPE inhibition | TNAP activation fold | NTR1 ag | NTR1 ag cell count 20 µM | Myeloid diff 2 | Myeloid diff 2 GFP+ MAC1+ % | Large T inhibition | UTI89 phage lysis | Rac1 GTP hydrolysis | T cell HTS | T cell HTS vesicle-bound % | PhoP inhibition
Cn1c(SCc2cc(=O)n3cc(Br)ccc3n2)nnc1C1COc2ccccc2O1 (stereo not given) | 0.4% | 1.1 | -0.4 | 88 | i | 2.4 | 8.5% | 0.0% | 6.8% | i | 49.6 | -9.9%
O=C(Nc1cccs1)N1CCN(c2ncccn2)CC1 | 1.6% | / | -1.2 | 80 | i | 0.5 | 6.8% | 0.2% | / | i | 51.6 | -0.4%
CC1CCC(N2CCN(C(=O)c3ccccc3F)CC2)CC1 (stereo not given) | 0.4% | / | 0.6 | 55 | i | 0.2 | 5.0% | 0.1% | 25.0% | i | 40.1 | 6.9%
CCCc1nc(-c2ccc(-c3ccc(F)cc3)cc2)no1 | 18.6% | 1.1 | 2.6 | 70 | i | 2.1 | 7.0% | 0.4% | 6.0% | i | 29.2 | 1.5%
CN(CC(=O)Nc1cccc(F)c1)C(=O)CCc1nc2sc3c(c2c(=O)[nH]1)CCCC3 | -1.8% | / | -1.2 | 50 | i | 0.4 | 31.3% | -0.1%[50 µM] | 1.9% | i | 17.3 | 4.2%
COC(=O)c1ccc(NC(=O)C2CC(=O)OC2c2ccccc2)cc1 (stereo not given) | 1.0% | / | 0.1 | 63 | i | 0.5 | 6.5% | 0.7% | 3.8% | i | 25.2 | -4.8%
Oc1ccc2ccccc2c1N=Nc1ccc(F)cc1 | 6.3% | / | 5.3 | 57 | i | 1.3 | 4.5% | 0.0% | 13.2% | i | 59.6 | 0.5%&-8.2%
CC(=O)NC(CC(=O)OCC(=O)c1c(N)n(C)c(=O)n(C)c1=O)c1ccccc1 (stereo not given) | -1.0% | 1.2 | 1.2 | 64 | i | 0.2 | -3.0% | 0.9% | 1.9% | i | 52.7 | -1.8%
Cc1ccc(S(=O)(=O)N2CCC(C(=O)N3CCC3)CC2)cc1 | 4.8% | / | -0.3 | 59 | / | / | 0.0% | 0.2% | 8.7% | i | 56.1 | -2.1%
COc1cc(C(=O)Nc2nnc(C3CC3)s2)ccc1OCc1c(C)noc1C | 2.2% | 1.1 | 0.0 | 64 | i | 0.8 | 9.9% | 0.3% | 11.5% | i | 21.2 | 6.1%
C=CC[C@H](CC(=O)N(CCO)Cc1ccccc1)C(=O)N[C@H](COC(=O)[C@@H](CC=C)CC(=O)OC(C)(C)C)c1ccccc1 | / | / | 0.5 | 48 | i | 1.1 | / | -0.8% | 6.8% | i | 11.9 | /
O=C(NC1CCCC1)C(c1ccncc1)N(C(=O)c1ccco1)c1ccccc1 (stereo not given) | -0.4% | / | 0.5 | 45 | i | 0.5 | -5.3% | 0.3% | 4.9% | i | 14.6 | 3.6%
CCn1ccc(C(=O)Nc2ccsc2C(=O)OC)n1 | 0.6% | / | 1.3 | 71 | i | 0.7 | 1.4% | 0.0% | 8.6% | i | 66.4 | -0.6%
CCS(=O)(=O)c1ccc(OC)c(N=Nc2ccc(O)c3ncccc23)c1 | -4.6% | 0.6 | 0.8 | 54 | i | 0.4 | 16.6% | 0.5% | 10.8% | i | 39.5 | -2.1%
CC(C)CC(=O)NC(=S)Nc1ccc(S(=O)(=O)NC(C)(C)C)cc1 | 14.4% | 1.1 | 2.0 | 45 | i | 1.2 | 2.5% | 1.6% | 1.9% | i | 31.1 | -5.7%
CC(C)(C)c1ccc(NC(=O)c2ccc3c(c2)S(=O)(=O)c2ccccc2C3=O)cc1 | 4.1% | / | 6.0 | 101 | i | 1.7 | 12.4% | 0.1% | 5.9% | i | 18.2 | /
COc1ccc(C2CC(=O)Oc3cc(O)cc(O)c32)cc1 (stereo not given) | 1.1% | / | -1.8 | 88 | i | 2.8 | 2.1% | 0.8% | -0.3% | i | 42.0 | 2.1%
O=C(OCC1OC(n2ccc(=O)[nH]c2=O)C(Cl)C1O)c1ccccc1 (stereo not given) | 0.8% | / | -1.7 | 98 | i | 0.9 | 5.6% | 2.2%[50 µM] | / | i | 30.3 | 13.4%
CCn1cc(C(=O)N2CCCC(C(=O)c3ccc4ccccc4c3)C2)cn1 (stereo not given) | 0.7% | / | 0.7 | 72 | i | 1.5 | 2.5% | 0.2% | -3.0% | i | 72.4 | 2.1%
O=C1NCCOC(=O)[C@H](Cc2ccc(F)cc2)C/C=C\C[C@H]1CC(=O)N(CCO)Cc1ccccc1 | / | / | -0.2 | 57 | i | 2.1 | / | 0.1% | 4.8% | i | 11.9 | /
c1cncc(CNc2ccc3c(c2)OCO3)c1 | 3.5% | 1.1 | -0.7 | 49 | i | 1.1 | 25.4µM* | 0.2% | ? | i | 35.8 | 2.0%
CC(C)n1c(O)c(N=NC(=O)Cn2ccc(C(F)(F)F)n2)c2ccccc21 | 2.8% | 1 | 0.2 | 52 | i | 0.9 | 0.5% | 3.7% | 5.6% | i | 53.2 | -3.2%
Cc1ccc(C(=O)CSc2nccn2-c2ccccc2)cc1 | 3.3% | 1.1 | -0.7 | 48 | i | 1.2 | ? | 2.6%[50 µM] | 11.0% | i | 43.1 | -3.5%

Quoted from the listing.
Result of `COc1cc(C(=O)Nc2nnc(C3CC3)s2)ccc1OCc1c(C)noc1C` under Myeloid diff 2 GFP+ MAC1+ %: 0.8
Result of `O=C(Nc1cccs1)N1CCN(c2ncccn2)CC1` under T cell HTS vesicle-bound %: 51.6
Result of `CCCc1nc(-c2ccc(-c3ccc(F)cc3)cc2)no1` under NTR1 ag cell count 20 µM: 70

Structures above with an NH in an aromatic ring, in the order listed:
SMILES | RSV CPE inhibition | TNAP activation fold | NTR1 ag | NTR1 ag cell count 20 µM | Myeloid diff 2 | Myeloid diff 2 GFP+ MAC1+ % | Large T inhibition | UTI89 phage lysis | Rac1 GTP hydrolysis | T cell HTS | T cell HTS vesicle-bound % | PhoP inhibition
CN(CC(=O)Nc1cccc(F)c1)C(=O)CCc1nc2sc3c(c2c(=O)[nH]1)CCCC3 | -1.8% | / | -1.2 | 50 | i | 0.4 | 31.3% | -0.1%[50 µM] | 1.9% | i | 17.3 | 4.2%
O=C(OCC1OC(n2ccc(=O)[nH]c2=O)C(Cl)C1O)c1ccccc1 (stereo not given) | 0.8% | / | -1.7 | 98 | i | 0.9 | 5.6% | 2.2%[50 µM] | / | i | 30.3 | 13.4%

Assay outcomes from PubChem BioAssay.
